# Screening results from PubChem.
# b-catenin transl = beta-catenin nuclear translocation modulation. HeLa beta-catenin nuclear translocation, immunofluorescence imaging. nuclear translocation activity, % at 5 µM. 190,000 compounds, 0.3% hits;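 active = nuclear translocation activity above 50% at 5 µM, with a well cell count of 50 or more; inconclusive = wells under 50 cells across six images, flagged as toxic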;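 also: per-cell ratio of nuclear to cytoplasmic median beta-catenin stain intensity; plate controls were DMSO negative control for no effect and GSK-3 inhibitor IX positive control for full effect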
#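 System: Human HeLa cells, endogenous beta-catenin | Compound dosing: 5 µM primary, 0.02–20 µM confirmation | Timing: 24 h compound exposure at 37°C, 5% CO2 | Measured by: Fluorescence imaging of beta-catenin antibody stain plus DAPI | Read-out basis: % activation of per-cell nuclear versus cytoplasmic median beta-catenin signal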
# Large T inhibition = TAg ATPase/helicase activity blockers – biochemical (AID 1903). SV40 large T antigen ATPase/helicase inhibition assay; higher % means a stronger effect. inhibition, % at 20 µM; hits with a dose series show IC50 in µM. 310,000 compounds, 0.39% hits; in the data active = a potency from the dose series; inconclusive = inhibition mostly from about 32% at the one dose, without a potency; inactive = the rest, 99 in 100 with inhibition below about 32%; also: strong numbers were not always called active
# MgcRacGAP inhibition = MgcRacGAP GTPase-activating activity inhibitors, confirmation, biochemical, ADP Hunter fluorescence; inhibition, % at 30 µM; hits with a dose series show IC50 in µM; 340,000 compounds, 0.6% hits; MgcRacGAP-stimulated Rac1 GTP hydrolysis, ADP Hunter fluorescence; higher % means a stronger effect; GST-tagged Rac1 F28L mutant substrate;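 active = first-screen hits whose inhibition reached a set limit at any dose in the follow-up dose series; inconclusive = inhibition above the set first-screen limit but never retested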;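 also: fluorescence reports GDP produced by GAP-driven GTP hydrolysis; strong numbers were not always called active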
# RSV CPE inhibition = RSV antiviral activity via CPE protection, HEp-2 cells, primary 10 µM value included (AID 2391) | HEp-2 cells, RSV-induced CPE inhibition; higher % means a stronger effect | CPE inhibition, % at 10 µM, or IC50 in µM where a hit was titrated | 310,000 compounds, 0.13% hits; in the data active = a potency from the dose series; inconclusive = CPE inhibition mostly from about 23% at the one dose, without a potency; inactive = the rest, 99 in 100 with CPE inhibition below about 21%; also: strong numbers were not always called active
# West Nile virus CPE = inhibition of WNV-induced cytopathic effect – cell-based, CPE readout (AID 1621) | West Nile virus-infected cells, CPE inhibition; higher % means a stronger effect | 290,000 compounds, 0.02% hits | CPE inhibition, % at 10 µM, or IC50 in µM where a hit was titrated; in the data active = a potency from the dose series; inconclusive = CPE inhibition mostly from about 3.7% at the one dose, without a potency; inactive = the rest, 99 in 100 with CPE inhibition below about 2.2%; also: strong numbers were not always called active
# Myeloid diff MLP = compounds promoting myeloid differentiation. AID 624256. calls only at 10 µM. 360,000 compounds, 1% hits. ER-HoxA9 myeloid progenitors, lysozyme-GFP differentiation, flow cytometry;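 active = normalized GFP-positive differentiation at or above the plate's own cutoff, the solvent-only control mean plus 3 SD; inconclusive = no clear call, values can overlap the other calls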;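 also: cells exposed to compound for four days before flow analysis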
# T cell HTS = T cell immune modulators affecting CD8 T cell-vesicle binding; 2C CD8+ T cell-vesicle binding, flow cytometry; hits give low values; calls only at 7 µM; 330,000 compounds, 0.068% hits; AID 2052;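 active = response, share of CD8 T cells binding vesicles, and their 90th percentile fluorescence all below set limits, cut at about 80% in these data, passing the limit was not always enough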
#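 Test system: purified 2C TCR transgenic mouse naive CD8+ T cells. Probe or stimulus: QL9-peptide-loaded Drosophila micro-vesicles bearing Ld, ICAM-1 and B7-1. Incubation: binding step 1.5 h, 37 °C, antibody labelling 20 min, ice. Measured by: flow cytometry of vesicle-bound cells.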
# WT yeast gro inh = growth inhibition of WT yeast, mitochondrial fusion screen. mitochondrial fusion phenotypic screen, WT strain. inhibition, % at 10 µM. 190,000 compounds, 2.1% hits. AID 1362; in the data active = inhibition above about 58%; tested in S. cerevisiae
# Salmonella PhoP GFP = inhibitors of PhoP regulon expression, primary screen, Salmonella Typhimurium, GFP reporter (AID 1863); 300,000 compounds, 0.16% hits; S. Typhimurium PhoP-regulated promoter GFP reporter, 4 h; higher % means a stronger effect; one-dose inhibition, % at 50 µM; IC50 in µM for titrated hits;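 active = inhibition over 29.93%, a cutoff 3 SD above the screen mean, later confirmed by dose response; inconclusive = inhibition over 29.93% but no dose response follow-up; inactive = inhibition at most 29.93% or unconfirmed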;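 also: 0% = low Mg2+ inducing control and 100% = high Mg2+ repressing control; strong numbers were not always called active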
# WT yeast gro inh mutant strain = second read-out of WT yeast gro inh, no call of its own (marks repeat the call); inhibition, %; mitochondrial fusion phenotypic screen, mutant strain inhibition
# b-catenin transl cell count 5 µM = recorded beside b-catenin transl, whose call it bears; cell count; measured here: cell count, cytotoxicity flag
# T cell HTS vesicle-bound % = recorded beside T cell HTS, whose call it bears; double positive events, %; measured here: CD8+ vesicle-bound cell fraction;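 binding gate set so that unloaded-vesicle control wells show 10% double positive cells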
# Myeloid diff MLP GFP+ MAC1+ % = recorded beside Myeloid diff MLP, whose call it bears; GFP+ MAC1+ double positive, %; measured here: differentiation confirmed by MAC1 staining
# Numbers without * were called inactive; i = inactive; ? = inconclusive; . = no result given.
# Every second line gives: b-catenin transl, b-catenin transl cell count 5 µM, Large T inhibition, MgcRacGAP inhibition, RSV CPE inhibition, West Nile virus CPE, Myeloid diff MLP, Myeloid diff MLP GFP+ MAC1+ %, T cell HTS, T cell HTS vesicle-bound %, WT yeast gro inh, WT yeast gro inh mutant strain, Salmonella PhoP GFP
> CC(=O)NC1C(Oc2ccc3c(C)cc(=O)oc3c2)OC(COC(C)=O)C(OC(C)=O)C1OC(C)=O (centres undefined)
    -4.4, 1132, 5%, 7%, -0.1%, 0.3%, i, 0.1, i, 62, 1, -13, -5%
> CC1Cc2ccccc2N1Cc1cc(=O)c(OCC(=O)NCCc2ccccc2)co1 (centres undefined)
    ., ., 14%, 2%, 4.7%, ., i, 2.0, i, 20, ., ., -9%
> C/C(=N\NS(C)(=O)=O)c1ccc(C)cc1
    -0.9, 1205, 7%, 6%, 2.0%, 0.2%, i, 0.5, i, 56, 7, 19, -5%
> CCN(CC)C(=O)c1[nH]cnc1C(=O)Nc1cccc(Cl)c1
    ., ., ., 12%, 0.5%, ., i, 0.2, i, 41, ., ., .
> CCOC(=O)Cc1csc(NC(=O)CSc2nccn2C)n1
    ., ., 0%, 6%, 0.9%, -0.1%, i, 1.0, i, 73, ., ., -2%
> Cc1c(C(=O)Nc2ccc(F)cc2)sc2ncn(CC(=O)N3CCCCC3)c(=O)c12
    ., ., 12%, 7%, 15%, -0.2%, i, 1.4, i, 13, ., ., -3%
> CCOC(=O)COc1ccc([N+](=O)[O-])cc1
    ., ., -1%, 8%, 1.2%, 0.9%, i, 0.0, i, 48, 10, 4, 15%
> Cc1[nH]nc(N=CC2=C(O)CC(c3ccco3)CC2=O)c1-c1ccc(Cl)cc1 (centres undefined)
    -7.9, 1290, 14%, 2%, 0.7%, 0.3%, i, 0.7, i, 49, 6, -6, 13%
> CC(C)CNC(=O)c1coc(=O)c(Br)c1
    0.0, 1249, 1%, 6%, ?, 0.4%, i, 3.2, i, 29, 10, -3, 6%
> COc1cccc(/C=C/C(=O)c2ccc(C)c([N+](=O)[O-])c2)c1
    ., ., 4%, 2%, 12%, -1.4%, i, 0.9, i, 2, -3, -2, -6%
> CCCC(=NCCc1c(C)[nH]c2ccccc12)C1=C(O)CC(c2ccccc2)CC1=O (centres undefined)
    132*, 250*, 0%, 4%, 1.8%, -0.6%, ?, ., i, 36, 17, 1, 3%
> CCCCP(=O)(CCCC)CCP(=O)(c1ccccc1)c1ccccc1
    -1.0, 1155, 14%, 5%, 1.9%, 0.3%, i, 0.0, i, 45, -1, 2, -9%
> COc1ccc(C2C(C#N)=C(N)Oc3c2oc(CO)cc3=O)c(OC)c1OC (centres undefined)
    0.0, 993, 24%, -7%, 1.9%, 0.8%, i, 0.9, i, 16, 4, 10, 0%
> COc1ccc(/C=N/NC(=O)c2cc(-c3cccn3C)n[nH]2)cc1OC
    2.1, 610, 9%, 1%, -0.8%, -0.7%, i, 0.4, i, 52, -4, -14, -5%
> CCCN1CCN(C(=S)Nc2ccccc2C(F)(F)F)CC1
    1.7, 1071, 1%, -4%, 1.0%, -1.1%, i, 0.5, i, 56, -15, -1, -7%
> Cn1nnnc1SCC1=C(C(=O)O)N2C(=O)C(NC(=O)Cn3nc(C(F)F)cc3C3CC3)C2SC1 (centres undefined)
    -2.2, 1176, 12%, 16%, 1.6%, -0.1%, i, 0.6, i, 20, -2, -4, -9%
> OCCNCc1ccc(OCc2ccc(Cl)cc2Cl)cc1
    3.0, 1372, 3%, 9%, -2.4%, -1.0%, ., ., i, 43, 75*, 64*, 7%
> COc1ccc(-c2noc(CN(C)C(=O)c3ccoc3C)n2)cc1
    ., ., -3%, 4%, 6.8%, -1.0%, i, 1.1, i, 56, ., ., 1%
> Cn1c(N2CCCC2)nc2c1c(=O)n(Cc1cccc(F)c1)c(=O)n2C
    -1.5, 1418, 3%, 7%, 0.6%, -1.5%, i, 1.1, i, 10, 7, 9, 2%
> O=C(Oc1cccc(N2C(=O)CCC2=O)c1)C1CC(=O)N(c2ccc(Br)cc2)C1 (centres undefined)
    ., ., 16%, 3%, 1.1%, -0.1%, i, 1.0, i, 36, 9, 8, -4%
> Cn1cnc2c(oc3ccccc32)c1=O
    ., ., 2%, 12%, 0.1%, ., i, 0.5, i, 35, ., ., .
> Cn1c(CCC(=O)O)nc2cc(S(=O)(=O)N3CCCCC3)ccc21
    ., ., ., 11%, 1.6%, ., i, 0.6, i, 6, ., ., .
> COc1cc2[nH]c(C(=O)Nc3ccc4c(c3)OCCO4)cc2c(OC)c1OC
    ., ., 8%, -4%, 3.0%, 0.4%, i, 1.0, i, 24, ., ., 6%
> COC(=O)c1sc2ccccc2c1NC(=O)c1ccc(S(=O)(=O)N2CC(C)CC(C)C2)cc1 (centres undefined)
    0.9, 1102, 5%, -3%, 2.9%, -0.5%, i, 1.0, i, 50, -1, 4, -1%
> Cc1ccccc1C(=O)NCCn1cc(SCC(=O)NCC2CCCO2)c2ccccc21 (centres undefined)
    ., ., 24%, 8%, 0.8%, -0.3%, i, 0.3, i, 68, ., ., -3%
> COC(=O)c1[nH]c2ccccc2c1NC(=O)CN1CCN(C/C=C/c2ccccc2)CC1
    0.1, 1158, 18%, 5%, 0.9%, -0.7%, i, 1.0, i, 18, 10, 16, 7%
> CCOC(=O)C1(CCc2ccccc2)CCN(C(=O)c2cc(C)nc(C)n2)CC1
    -1.2, 1117, 4%, 8%, 0.7%, -0.8%, i, 0.5, i, 43, 16, 11, 0%
> Cc1ccc(N=Nc2ccc(O)c3ncccc23)cc1C
    -0.1, 859, 16%, 3%, 2.5%, ?, i, 0.1, i, 61, -1, -21, 9%
> CC(=O)NS(=O)(=O)c1ccc(NC(=O)CSc2ccc(C)cc2)cc1
    0.2, 1516, 27%, 2%, -1.6%, -0.3%, i, 0.1, i, 63, -13, 14, -6%
> CCn1cc(C(=O)O)c(=O)c2cc(Br)ccc21
    -1.7, 1238, 0%, 4%, 3.0%, -0.1%, i, 0.4, i, 32, ., ., 31%
> CCOc1ccc(/C(O)=C2/C(=O)C(=O)N(c3cc(C)on3)C2c2ccc(C(=O)OC)cc2)cc1 (centres undefined)
    -2.6, 859, -2%, 1%, 0.7%, -0.4%, i, 0.6, i, 19, 1, -12, 1%
> Cc1noc(C)c1S(=O)(=O)N1CCCC(C(=O)Nc2nccs2)C1 (centres undefined)
    ., ., -1%, 2%, 1.4%, -0.7%, i, 1.9, i, 27, 0, 2, 6%
> O=C(N/N=C/c1cc(Br)cs1)c1ccc2c(c1)OCCO2
    -1.1, 1140, 8%, ., 2.3%, -0.6%, i, 0.4, i, 25, ., ., 8%
> Cc1ccccc1NC(=O)Cc1nc(COC(=O)c2ccc(Cl)nc2)cs1
    ., ., 12%, 7%, -0.4%, ., i, 0.4, i, 52, ., ., 2%
> Clc1ccc(SCc2cc(Cl)nc(-c3ccccc3)n2)cc1
    ., ., ., 14%, -2.2%, -0.6%, i, 6.4, i, 49, ., ., .
> CC(C)C(c1nnnn1C1CCCC1)N1CCN(C(=O)c2ccco2)CC1 (centres undefined)
    0.2, 1076, 2%, 3%, -0.8%, 0.1%, i, 2.1, i, 9, -10, -4, 18%
> O=C(CSc1nccc(=O)[nH]1)NCc1ccc2c(c1)OCO2
    ., ., 24%, 5%, 0.8%, -0.1%, i, 1.0, i, 20, ., ., 0%
> COc1ccc(NS(=O)(=O)c2cc(C(=O)N3CCN(C(C)=O)CC3)ccc2Cl)cc1
    -6.0, 1126, 8%, 8%, -0.7%, -0.6%, ., ., i, 42, 6, -2, 5%
> CN1CCN(C(=O)/C=C\C(=O)O)CC1
    2.2, 1044, 5%, 3%, 2.8%, -0.8%, i, 1.0, i, 8, 3, -1, -1%
> NC(=O)[C@H]1CC2(CC(c3cccc(NC(=O)[C@H]4CCC(=O)N4)c3)=NO2)CN1C(=O)CC(c1ccccc1)c1ccccc1 (some centres undefined)
    0.0, 1071, 9%, ., 1.8%, 0.8%, ., ., i, 18, ., ., 3%
> Cc1csc(=O)n1CCC(=O)O
    -0.4, 888, 14%, 2%, 0.5%, 0.4%, i, 0.9, i, 28, 11, 8, 5%
> O=C(Nc1ccc(Cl)cc1)c1cc(-c2cccs2)on1
    ., ., 12%, 4%, 2.4%, -1.0%, i, 3.9, i, 22, ., ., -8%
> O=C1CN(C(=O)CCCc2c[nH]c3ccccc23)c2ccccc2N1
    -6.3, 940, 10%, 10%, 3.0%, 0.5%, i, 1.0, i, 36, 11, 20, -3%
> O=c1oc2ccccc2nc1/C=C(O)/C=C\c1ccccc1
    0.4, 968, 6%, 13%, 0.8%, 0.2%, i, 1.2, i, 37, 17, -39, -1%
> COc1ccc(/C(C)=N/NC(=O)Cn2nc([N+](=O)[O-])cc2C)cc1
    -0.2, 1319, 3%, 13%, -0.7%, 0.0%, i, 0.3, i, 25, ., ., 1%
> CCN(C(=O)Cn1nc(C)c([N+](=O)[O-])c1C)C1CCS(=O)(=O)C1 (centres undefined)
    ., ., 0%, -3%, -1.7%, ., i, 0.8, i, 59, ., ., -7%
> Cc1cc(C)c2c(=O)n(CC(=O)Nc3ccc(Br)c(C)c3)sc2n1
    1.1, 1311, ?, 9%, 1.4%, -0.3%, i, 0.5, i, 26, ., ., -3%
> Cc1cc(C)c(NC(=O)COC(=O)COc2ccc3c(C)cc(=O)oc3c2)c(Cl)c1
    ., ., ., 4%, 1.3%, ., i, 0.9, i, 43, ., ., .
> O=C(O)CC1(CC(=O)Nc2cc(C(F)(F)F)cc(C(F)(F)F)c2)CCCCC1
    -1.3, 1389, 9%, ., ., -0.3%, i, 0.2, i, 52, ., ., .
> Cc1ccc(-n2nnnc2SCC(=O)N2CCc3ccccc3C2)c(C)c1
    ., ., 5%, 4%, 4.5%, -1.0%, i, 1.4, ., ., 61*, 51*, -13%
> CCCn1c2ccccc2c2nnc(SC(CC)C(=O)Nc3sc4c(c3C#N)CCCC4)nc21 (centres undefined)
    0.7, 1046, 6%, 3%, 2.6%, -0.5%, i, 0.3, i, 26, 16, -14, 20%
